# EPAC2 antagonist: antagonists of human EPAC2; EPAC2 GEF exchange of Rap1B-BODIPY-GDP, fluorescence; Potency, µM (doses to about 114 µM), for inactives: at the top dose activity, negative = inhibition, usual class: inhibitors; 360,000 tested, 0.18% active; also: potency is read from the fitted curve at half-maximal effect; % is scaled to controls: 0 for no effect and ±100 for the full control effect; nearly all actives have a fitted effect of over 45% in size; many of its hits are not listed in these tables
# Target sequence (Q8WZA2 whole entry, looked up): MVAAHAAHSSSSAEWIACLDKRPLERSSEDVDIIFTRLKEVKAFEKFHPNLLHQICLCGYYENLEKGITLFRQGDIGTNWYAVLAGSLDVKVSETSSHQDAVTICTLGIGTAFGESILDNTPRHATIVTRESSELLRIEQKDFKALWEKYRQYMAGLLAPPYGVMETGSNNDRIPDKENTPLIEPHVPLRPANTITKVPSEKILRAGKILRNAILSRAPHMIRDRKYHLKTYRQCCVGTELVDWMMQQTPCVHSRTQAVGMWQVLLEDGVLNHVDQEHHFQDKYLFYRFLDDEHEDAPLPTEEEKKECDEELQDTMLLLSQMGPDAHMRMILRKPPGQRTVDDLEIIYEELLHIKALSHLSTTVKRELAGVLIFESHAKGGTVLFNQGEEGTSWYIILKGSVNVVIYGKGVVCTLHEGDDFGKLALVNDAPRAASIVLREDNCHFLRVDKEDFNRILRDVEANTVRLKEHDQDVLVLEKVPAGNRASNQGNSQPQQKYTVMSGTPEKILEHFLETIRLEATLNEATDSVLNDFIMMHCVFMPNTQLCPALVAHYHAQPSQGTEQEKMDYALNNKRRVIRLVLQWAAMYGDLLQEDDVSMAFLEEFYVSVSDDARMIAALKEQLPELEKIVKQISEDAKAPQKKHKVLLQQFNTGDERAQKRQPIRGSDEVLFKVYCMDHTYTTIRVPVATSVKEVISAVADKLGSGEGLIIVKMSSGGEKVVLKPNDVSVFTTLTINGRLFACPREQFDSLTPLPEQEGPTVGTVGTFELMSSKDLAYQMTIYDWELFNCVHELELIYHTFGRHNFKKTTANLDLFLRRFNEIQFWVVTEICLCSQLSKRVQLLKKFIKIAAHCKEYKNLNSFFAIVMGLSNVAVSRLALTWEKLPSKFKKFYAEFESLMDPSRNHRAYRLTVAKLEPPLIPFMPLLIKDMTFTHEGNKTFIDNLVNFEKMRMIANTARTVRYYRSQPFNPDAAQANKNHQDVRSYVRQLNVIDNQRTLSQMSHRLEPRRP
# DRD3 agonist: agonists of human D3 dopamine receptor; P35462; D3R DiscoveRx beta-arrestin cells, luminescence, 90 min; max activation, %; 410,000 tested, 0.58% active; in the data active = max activation above about 30%; also: 0% is about no effect; mostly tested at two doses, the higher about 12 µM
#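 Agonist-mode cell screen: cells plated at 1500/well and incubated overnight at 37 °C, then exposed to library compounds for 90 min at 37 °C. Detection reagent was added for 30–60 min at room temperature, and luminescence was read.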
# Abeta rescue: restores growth of yeast expressing A-beta42 peptide. yeast expressing A-beta42, growth rescue, OD600, 48 h; response scale: 0% DMSO, 100% iron-clioquinol control. Potency, µM (highest dose often 46.1 µM), without a hit: top-dose growth rescue, most hits filed as activators. 410,000 tested, 0.063% active; also: potency is read from the fitted curve at half-maximal effect; nearly all actives have a fitted effect of over 55% in size
#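 Growth rescue measured by 600 nm absorbance after 48 h yeast culture at 30 C with compound. Values normalized between DMSO and an equimolar ferric chloride plus clioquinol control.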
# aSyn rescue: rescues yeast growth from alpha-synuclein toxicity; Yeast expressing alpha-synuclein, growth rescue, BacTiter-Glo, 24 h; Potency, µM (series often up to 46.1 µM), without a hit: top-dose growth rescue (activation), usual class: activators; 370,000 tested, 0.14% active; AID 652106; also: potency is read from the fitted curve at half-maximal effect; % of control where 0% means no effect; nearly all actives have a fitted effect of over 65% in size
#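 Readout is rescue of growth in alpha-synuclein-expressing yeast, so inhibitors of toxicity appear as activators. Growth after 24 hr at 30 deg C in galactose medium is quantified by luminescence.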
# D3 antag: D3 dopamine receptor (human) antagonism; D3R cells, DiscoveRx beta-arrestin luminescence, antagonist mode; hits give low values; 360,000 tested, 2.5% active; max response, negative = inhibition, %; P35462; in the data active = max response below about -50%; inconclusive = no clear call, values can overlap the other calls; also: % is scaled to controls: 0 for no effect and ±100 for the full control effect; mostly tested at two doses, the higher about 12 µM
#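 Cells plated overnight at 1500 cells/well, then exposed to library compounds with dopamine controls for 90 minutes at 37 degrees C. DiscoveRx reagent added for 30–60 minutes at room temperature; luminescence read, quantitative HTS format.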
# EPAC2 ag: activates human EPAC2 exchange factor | Q8WZA2 | EPAC2 activation, biochemical qHTS; response scale: 100% = 6.5 mM cAMP response | Potency, µM (top dose mostly 154 µM), for the others: at the highest dose activation, hits mostly activators | 360,000 tested, 0.079% active | AID 720711; also: potency is read from the fitted curve at half-maximal effect; nearly all actives have a fitted effect of over 50% in size
#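 Nucleotide exchange monitored as fluorescence drop when BODIPY-GDP leaves Rap1B. Reaction: 100 nM EPAC2, 250 nM RAP1B-BODIPY-GDP, 50 uM GDP, room temperature, kinetic read over 30 min. Activity expressed relative to 6.5 mM cAMP.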
# FUS yeast rescue: rescues growth of FUS-expressing yeast. S. cerevisiae FUS-expressing, growth rescue, OD600, 24 h. 390,000 tested, 0.24% active. Potency, µM (highest dose often 76.6 µM), without a hit: top-dose growth rescue (activation), actives largely listed as activators;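 also: potency is read from the fitted curve at half-maximal effect; plate controls were DMSO vehicle for no effect and reference control for full effect; nearly all actives have a fitted effect of over 55% in size; some results filed as inactive show a strong effect at the top dose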
#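 FUS-expressing yeast, raffinose-pregrown, induced in 2% galactose minimal medium at OD 0.005; compounds in a dilution series, 24hr at 30C. Growth restoration read as absorbance at 600 nm. CP55940 positive control, DMSO negative.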
# TDP-43 yeast inh: inhibitors of TDP-43 toxicity in yeast; Potency, µM (series often up to 46.1 µM), without a hit: at the top dose growth rescue (activation), most hits filed as activators; 410,000 tested, 1.8% active; TDP-43 expressing yeast growth rescue, BacTiter-Glo, 24 h; also: potency is read from the fitted curve at half-maximal effect; % of control where 0% means no effect; nearly all actives have a fitted effect of over 50% in size
#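 Yeast expressing TDP-43 (pregrown in raffinose, seeded at OD600=0.02 in galactose medium) exposed to compounds 24 hr at 30 deg C. Growth read by BacTiter-Glo luminescence; rescue of toxicity appears as increased signal.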
# The depositor's hits bear a star; u = inconclusive; x = no result given; & = joins results of further samples; [ ] = another dose, or the depositor's remark. Unless noted, calls follow the shape of the dose curve; as a rule, active = well fitted curve in the direction sought with a large enough effect; inconclusive = small, poorly fitted or top-dose-only effect, or another doubt; inactive = no such curve, though single readings can be large; an effect the other way counts as inactive or inconclusive.
SMILES,EPAC2 antagonist,DRD3 agonist,Abeta rescue,aSyn rescue,D3 antag,EPAC2 ag,FUS yeast rescue,TDP-43 yeast inh
COc1ccc(C)cc1NC(=O)C(OC(=O)Cn1cnc2c1c(=O)n(C)c(=O)n2C)c1ccccc1 (stereo not given),-4%,9,8%,3%,-1,-1%,25%,1%
Cc1cccn2c(=O)nc(SCC(=O)N3CCOCC3)nc12,5%,7,1%,0%,27,-5%,3%,17%
NC(=O)c1ccc(N2CCN(c3ccccc3O)CC2)c([N+](=O)[O-])c1,2%,6,8%,2%,8,-1%,23%,-22%
O=C(c1ccco1)N1CCN(C(=O)c2cc(-c3ccc(F)cc3)no2)CC1,-5%,-4,-17%,-6%,-13,4%,13%,u
CN(C(=O)C1CCCO1)C1CCS(=O)(=O)C1 (stereo not given),3%,6,-3%,0%,7,7%,-24%,-5%
COc1cc(C(=O)Nc2ccc(C(N)=O)cc2)c([N+](=O)[O-])cc1OC,18%,-5,-1%,1%,0,4%,-18%,2%
O=C(CNC(=O)c1cccc(Cl)c1)Nc1ccc(F)c(F)c1F,-1%,-6,-3%,-4%,-27,2%,-22%,4%
O=C(c1ccccc1)C(Cn1cncn1)C(Sc1ccccc1)c1ccccc1 (stereo not given),-4%,5,39%,17%,9,-7%,6%,13%
CN(CCc1ccccc1)C(=O)c1ccc(NC(=O)Cc2cccc([N+](=O)[O-])c2)cc1,-17%,-27,0%,1%,u,14%,44%,-14%
COc1ccc(CC(=O)N/N=C/c2ccc(Cl)s2)cc1OC,-10%,-2,20%,7%,1,6%,-4%,16%
O=C(Nc1cccc(Cl)c1)C1CCCN(C2=NS(=O)(=O)c3ccccc32)C1 (stereo not given),-29%,-5,1%,-1%,23,-1%,16%,10%
CCOc1ccc(N=CC2=C(O)CC(C)(C)CC2=O)cc1,3%,7,-7%,4%,2,-6%,x,0%
CN(Cc1ccc(OC(F)F)cc1)C(=O)c1ccccc1Sc1ccccc1C#N,-14%,3,33%,14%,-3,9%,31%,14%
Cc1oc(-c2ccccc2F)nc1CS(=O)(=O)CC(=O)NCc1ccccc1Cl,-8%,4,6%,3%,-2,3%,-12%,6%
CSCCC(=O)Nc1cc(S(=O)(=O)N2CCOCC2)ccc1N1CCN(C)CC1,8%,-3,-1%,1%,-23,6%,19%,-2%
CC(=O)Nc1cccc(NC(=O)CSc2ncc(-c3ccc(Cl)cc3)n2Cc2ccco2)c1,-1%,2,1%,12%,-12,10%,41%,-5%
Cc1ccc(NC(=O)CN2C(=O)N/C(=C/c3ccc(C)s3)C2=O)cc1,31%[activator],1,-5%,5%,19,0%,-11%,22%
CC(=O)/C(=N\Nc1ccccc1Cl)Sc1nnc(-c2ccccc2)n1-c1ccccc1,15%,-8,0%,-11%,0,-4%,x,2%
CCOCCCNC(=O)/C(C#N)=C/c1ccc(C(=O)OC)cc1,2%,3,10%,-10%,-10,2%,3%,3%
CC(C)(C)OC(=O)N(CCc1ccccc1)Cc1ccccc1OCc1ccc(NC(=O)C2CCCC2)cc1,-4%,-18,5%,5%,18,6%,20%,8%
CN(Cc1ccco1)C(=O)CN1C(=O)NC(c2ccccc2)(c2ccccc2)C1=O,5%,-8,13%,-4%,-4,11%,29%,4%
CCN(CC)C(=O)CSc1nc(N)c(C(=O)Nc2ccc(OC)cc2)s1,-3%,3,1%,-4%,9,-11%,x,27%
Oc1ccc(C=NNc2nc3ccccc3s2)c(O)c1,2%,14,-14%,-7%,-5,10%,13%,12%
Cc1c(NC(=S)NC(=O)CCc2ccccc2)c(=O)n(-c2ccccc2)n1C,17%,8,-9%,1%,-8,4%,-12%,-16%
CC(C)C[C@H](NC(=O)c1[nH]cnc1C(=O)N[C@@H](C)C(=O)OC(C)(C)C)C(=O)OCc1ccccc1,-9%,10,12%,2%,u,-12%,u,17%
Cc1ccc(CON=C2CCN(c3ncc(C(F)(F)F)cc3Cl)CC2)cc1,-7%,0,2%,-4%,0,-4%,8%,-23%
CCc1nc2ccc(C(=O)NCCC(C)C)cn2c1N(CCN(C)C)CC1CC1,0%,1,10%,9%,18,1%,1%,26%
O=C(Oc1ccc(F)cc1C(=O)/C=C/c1cccs1)c1cccc([N+](=O)[O-])c1,-3%,1,-21%,3%,u,9%,20%,7%
CN(C)CCCN(C(=O)c1ccc(S(=O)(=O)N2CCc3ccccc32)cc1)c1nc2c(Cl)cccc2s1,-4%,-9,22%,-17%,-17,6%,41%,-19%
CCC(C)NC(=O)c1cccc(NC(=O)c2nsc3ccccc23)c1 (stereo not given),x,-5,-15%,x,x,x,43%,u
Cc1ccc2oc(=O)n(CC(=O)OCCC(C)C)c2c1,-28%,0,-2%,5%,-22,-2%,-14%,23%
COc1cc(/C=N/NC(=O)c2cc(-c3cccc(OC(C)C)c3)nc3ccccc23)ccc1O,-24%,73*,9%,-11%,62,-5%,30%,-1%
Cc1[nH]c(=O)[nH]c(=O)c1NC(=O)CSc1ncccc1-c1nc2ccccc2[nH]1,1%,10,11%,3%,26,-10%,16%,-8%
O=C(NCc1ccccc1)c1ccc2c(c1)N(Cc1cccc(Cl)c1)C(=O)c1ccccc1S2(=O)=O,x,-3,10%,x,x,x,u,3%
Cc1nc2cc(-c3cccc(F)c3)nn2c(C)c1CCC(=O)NC1CCCCC1,x,-4,-9%,x,x,x,-9%,-4%
CCCCC1CCC(C(=O)N2CCOCC2)CC1 (stereo not given),-5%,-4,-30%,1%,-13,-8%,6%,-2%
COc1ccccc1/C=C(/CC(=O)NCc1ccccc1)c1nc2ccccc2s1,-1%,5,5%,-7%,-3,1%,x,27%
Cc1ccc(Cl)c(OCCCN(C)Cc2ccccc2)c1,-7%,-22,-9%,0%,u,5%,4%,-6%
O=C(Nc1ccc(F)cc1F)NC1CCCCCCC1,-4%,2,25%,0%,9,-3%,1%,12%
Cc1ccc(CSc2nnc(C)c(=O)n2N)cc1,-5%,1,9%,3%,5,-2%,x,15%
O=C(Cc1ccc(-c2ccccc2)cc1)OCC(=O)N1CCCC1=O,-7%,-11,-7%,18%,-10,9%,10%,-18%[9.22 µM]
CCCCC[C@@H]1C=C(C(=O)O)[C@H](c2ccc(C)cc2)N1S(=O)(=O)c1ccc(C)cc1,-22%,11,-1%,-49%[inhibitor],0,-10%,7%,u
COc1ccc(N2CC(NC(=O)Cc3cccs3)CC2=O)cc1OC (stereo not given),x,1,-16%,x,x,x,-1%,14%
O=[N+]([O-])c1ccccc1CNC1CCCc2ccccc21 (stereo not given),0%,-2,10%,-12%,-17,12%,-27%,-20%
CCOC(=O)CN1C(c2ccccc2O)Nc2ccc(Br)cc2C1c1ccccc1 (stereo not given),-11%,21,34%,10%,4,6%,16%,4%
CC(=O)N/C(=C\c1ccccc1)C(=O)OCc1cc(C)ccc1C,4%,7,-9%,-6%,-15,3%,-5%,-6%
NC(=O)CSc1n[nH]c(=O)n1CCc1ccccc1,3%,5,13%,-1%,0,10%,5%,-11%
COc1ccc(C(=O)Nc2cccnc2)cc1OC,14%,-3,7%,-7%,8,5%,2%,-10%
Cc1cc(N)n(Cc2ccc(Cl)cc2)n1,-3%,0,11%,-2%,-11,4%,-22%,-2%
CCN1CCN(S(=O)(=O)c2ccc(OC)c(Br)c2)CC1,4%,-7,-2%,-11%,-13,-3%,-15%,-9%

# Further compounds follow.
SMILES,EPAC2 antagonist,DRD3 agonist,Abeta rescue,aSyn rescue,D3 antag,EPAC2 ag,FUS yeast rescue,TDP-43 yeast inh
CCCCc1nc(C(N)=O)c2[nH]c(=O)n(-c3ccc(OCC)cc3)c2n1,-3%,0,1%,3%,5,3%,-9%,10%
Cc1cccc(C)c1NC(=O)CCS(=O)(=O)c1cccc2nonc12,1%,6&-9,4%&-15%,1%,4,8%,0%&3%,-4%&8%
Cc1nnc(SCc2ccccc2)n1N,2%,5,6%,-1%,-11,9%,x,15%
CN(Cc1ccccc1)C(=O)c1ccc(NC(=O)Cc2cccc(NC(=O)C3CCCN(C(=O)C4CCCC4)C3)c2)cc1 (stereo not given),11%,-19,-3%,1%,0,11%,u,-13%
Cc1ccc(F)cc1NC(=O)N1CCCN(c2ccc(C(F)(F)F)cn2)CC1,-10%,5,1%,-1%,-16,6%,6%,27%
Cc1ccc(NC(=O)Cc2c(F)cccc2Cl)cc1S(=O)(=O)N1CCOCC1,-12%,-2,8%,-1%,13,13%,29%,-9%
Cn1c(CC(=O)Nc2ccc(F)cc2)nnc1SCC(=O)NC1CCCCC1,1%,-6,4%,1%,1,7%,5%,-4%
CC(=O)NCCn1c(SCc2ccc(C)cc2C)nc2ccccc2c1=O,-14%,-4,8%,1%,19,3%,u,18%
Cc1cccc(-c2noc(CN(C)C(=O)c3ccco3)n2)c1,-3%,9,-5%,5%,1,10%,8%,-6%
CCOC(=O)COc1ccc(S(=O)(=O)Nc2ccc3c(c2)OCCO3)cc1,-2%,5,-1%,-1%,11,4%,-3%,-10%
Nc1ccc(S(=O)(=O)N2CCCC2)cc1,4%,-5,-13%,-6%,11,8%,-4%,5%
CCc1nnc(NS(=O)(=O)c2ccc(N/C=C\C(=O)c3ccc(C)cc3)cc2)s1,-7%,9,2%,11%,16,-50%[inhibitor],17%,-3%
CCOC(=O)C1=C(C)NC(=NC)SC1c1ccccc1 (stereo not given),3%,19,-30%,8%,7,1%,-6%,27%
Cc1ccc(Nc2cc(=O)n(C3CCCCC3)c(=O)[nH]2)cc1C,-19%,2,12%,-5%,0,0%,2%,-11%
Cc1ccc(/C=N/N2CCN(c3ccccc3)CC2)cc1,8%,0,-11%,-8%,9,-5%,-13%,13%
COCCNC(=O)c1ccccc1NC(=O)Cc1ccccc1,-4%,-5,1%,-3%,-23,13%,4%,-11%
O=C(NCc1ccccc1)c1onc(CSc2ccc(F)cc2)c1C(=O)NCc1ccccc1,9%,3,-3%,3%,-4,15%,u,20%

# One compound at a time, from the list above. Order of values: EPAC2 antagonist	DRD3 agonist	Abeta rescue	aSyn rescue	D3 antag	EPAC2 ag	FUS yeast rescue	TDP-43 yeast inh
# `O=C(NCc1ccccc1)c1onc(CSc2ccc(F)cc2)c1C(=O)NCc1ccccc1` as listed: 9%	3	-3%	3%	-4	15%	u	20%
# `CCOC(=O)C1=C(C)NC(=NC)SC1c1ccccc1` (stereo not given) as listed: 3%	19	-30%	8%	7	1%	-6%	27%

# Some of the compounds tested; rates above refer to the full screens.
